# Compound activity deposited in PubChem by Broad Institute.
# ERp5 block: blocks human ERp5 reductase activity on insulin; 0.05% of 350,000 active; inhibition, % at 9.99 µM; ERp5 insulin aggregation, absorbance 650 nm, 90 min; AID 651711;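 active = mean replicate inhibition above about 25%, with every replicate also reaching it, limit read from the data, passing the limit was not always enough; inconclusive = only one of those two criteria met; inactive = neither criterion met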
# Target sequence (Q15084 whole entry, looked up): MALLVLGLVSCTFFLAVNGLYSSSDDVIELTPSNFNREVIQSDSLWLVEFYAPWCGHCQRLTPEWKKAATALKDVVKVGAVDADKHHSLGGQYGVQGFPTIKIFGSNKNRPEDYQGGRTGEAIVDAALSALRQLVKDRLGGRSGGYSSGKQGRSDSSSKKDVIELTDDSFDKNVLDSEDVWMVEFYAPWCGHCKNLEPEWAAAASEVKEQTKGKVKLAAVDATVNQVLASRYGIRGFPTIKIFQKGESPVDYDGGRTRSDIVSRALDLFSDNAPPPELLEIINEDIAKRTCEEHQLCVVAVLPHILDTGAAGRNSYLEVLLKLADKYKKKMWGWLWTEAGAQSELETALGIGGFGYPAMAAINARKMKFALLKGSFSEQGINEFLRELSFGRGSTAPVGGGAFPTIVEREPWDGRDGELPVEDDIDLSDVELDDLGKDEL
# S100A4 MyoIIA: inhibitors of human S100A4 binding to myosin IIA peptide | 0.14% of 360,000 active | inhibition, % at 10.7 µM | AID 652163 | P26447 | S100A4/TAMRA-MyoIIA peptide fluorescence polarization;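 active = mean inhibition of at least 70% across replicates, with every replicate also reaching that level; inconclusive = mean inhibition reaches 70% but some replicates fall short; inactive = mean inhibition below 70%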
# Target sequence (P26447 whole entry, looked up): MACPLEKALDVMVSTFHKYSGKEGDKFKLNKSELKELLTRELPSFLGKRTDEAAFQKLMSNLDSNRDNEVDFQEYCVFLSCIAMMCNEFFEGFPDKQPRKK
#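 Material: S100A4 monomer protein | Medium: HEPES pH 7.2 with CaCl2, KCl, NaCl, DTT, Triton | Reagent: Labelled myosin peptide probe, 5 nM | Doses: One dose per compound | Times: 5 min incubation before reading | Benchmarks: Neutral control DMSO, positive control TFP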
# E-selectin induc: induces E-selectin expression in human endothelial cells; P16581; HUVEC E-selectin immunofluorescence imaging; normalized: neutral wells 0, TNF-alpha wells 100; activation, % at 7.58 µM; 0.37% of 260,000 active;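 active = mean E-selectin-positive cell signal at least 10% of the positive control, reached in at least 60% of replicates, without over 20% cell loss; inconclusive = no rule given, readout overlaps actives, possibly toxicity-flagged; inactive = the rest, including those meeting only one limit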;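 also: in these data hits start at about 27%; measured in HUVEC primary endothelial cells; signal is the percent of cells scored E-selectin positive by PE staining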
#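 System: HUVEC, human umbilical vein endothelial cells; quantity: 3,000 cells/well; buffer or medium: EGM-2 medium, gelatin-coated wells; dosing: single-point compound dose; detection: immunofluorescence imaging; evaluation: % PE-positive cells; benchmarks: TNF-alpha, DMSO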
# PglD DTNB: PglD (C. jejuni) enzyme inhibition | 0.098% of 360,000 active | purified PglD enzyme, DTNB colorimetric CoA detection | inhibition, % at 12.5 µM; in the data active = inhibition above about 16%, passing the limit was not always enough; inconclusive = no clear call, values can overlap the other calls; also: strong numbers were not always called active
# Statin myotox sup: suppressors of simvastatin-induced myotoxicity in C2C12 myotubes | rescue of ATP level, % at 7.49 µM | ATP luminescence, 48 h; scaled: DMSO 0, geranylgeraniol control 100 | 0.78% of 330,000 active | AID 602340;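 active = mean ATP rescue above about 67%, or every replicate alone reaching that limit, limit read from the data, passing the limit was not always enough; inconclusive = no clear call, values can overlap the other calls; inactive = mean under the limit and some replicate under it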;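 also: myotubes were challenged with 10 µM simvastatin during compound exposure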
# DENV2 CPE: inhibitors of DENV2 cytopathic effect | DENV2-infected cells, cytopathic effect rescue, plate reader | 1.7% of 350,000 active | CPE inhibition, % at 9.99 µM; in the data active = CPE inhibition above about 20%, passing the limit was not always enough; inconclusive = no clear call, values can overlap the other calls; tested in BHK-21 cells;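 also: 0% = median of neutral control wells and 100% = median of positive control wells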
# SIRT5 block: blocks human SIRT5 desuccinylation of peptide; Q9NXA8; Purified SirT5, succinyl-peptide AMC, trypsin-coupled fluorescence; inhibition, % at 15 µM; 1.1% of 330,000 active; AID 652115; in the data active = inhibition above about 15%; inconclusive = no clear call, values can overlap the other calls
# Target sequence (Q9NXA8 whole entry, looked up): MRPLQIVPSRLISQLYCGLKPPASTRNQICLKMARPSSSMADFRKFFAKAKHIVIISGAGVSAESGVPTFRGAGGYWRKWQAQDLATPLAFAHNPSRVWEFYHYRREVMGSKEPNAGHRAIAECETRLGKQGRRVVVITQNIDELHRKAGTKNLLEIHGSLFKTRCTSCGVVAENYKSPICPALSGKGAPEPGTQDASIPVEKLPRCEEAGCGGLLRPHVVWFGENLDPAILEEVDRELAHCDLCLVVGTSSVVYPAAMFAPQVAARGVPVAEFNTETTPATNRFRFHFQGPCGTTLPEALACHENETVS
# * = called active by the depositor; u = inconclusive; x = no result given; & = joins results of further samples.
SMILES,ERp5 block,S100A4 MyoIIA,E-selectin induc,PglD DTNB,Statin myotox sup,DENV2 CPE,SIRT5 block
CC(C)NC(=O)C1C(c2ccccc2)=Nc2ccccc2N1C(=O)c1cc(Cl)cc(Cl)c1 (stereo not drawn),4,-4,0.3,x,x,3,x
Cc1oc(-c2ccccc2F)nc1CS(=O)CC(=O)NCc1cccs1 (stereo not drawn),-4,4,-0.1,7,4,0,-4
O=C(O)CCc1ccc(NCc2cccc(Oc3ccccc3)c2)cc1,-5,-5,-0.1,-5,-10,-3,4
Cc1ccc(S(=O)(=O)N(C)C[C@H]2OCCCC[C@@H](C)Oc3ccc(NC(=O)NC4CCCCC4)cc3C(=O)N([C@H](C)CO)C[C@H]2C)cc1,-2,1,0.0,7,x,3,8
O=C(NNC(=O)c1ccc(Cl)cc1Cl)c1cnccn1,1,-3,4.0,x,x,-3,-3
C[C@@H]1CN([C@H](C)CO)C(=O)c2cc(N(C)C)ccc2O[C@H]1CN(C)Cc1ccccc1,-3,-8,0.1,1,8,9,1
O=C(NNS(=O)(=O)c1ccc(F)cc1)c1cc(Cl)ccc1O,3,-26,-0.1,-2,9,-1,-2
COc1cc(NC(=O)c2nnn(Cc3ccc(SC)cc3)c2N)cc(OC)c1,1,-5,0.1,0,0,-3,-3
Cc1ccc(S(=O)(=O)NCC2CCC(C(=O)N3CCN(C)CC3)CC2)cc1 (stereo not drawn),1,-8,-0.4,-7,-41,0,1
COc1ccc(Cl)cc1NC(=O)CN(C)C(=O)CCSc1ccc(C)cc1,1,-6,2.7,6,5,-3,-2
O=C1NC2(CCC3(CC2)OCCO3)NN1c1ccccc1,-2,-4,x,x,x,5,-1
CCN(C(=O)C12CC3CC(CC(C3)C1)C2)C1CCS(=O)(=O)C1 (stereo not drawn),-7,-4,0.3,-1,-10,-1,-3
N/C(=N\OC(=O)c1cnn(-c2ccccc2)c1C(F)(F)F)c1ccc(C(F)(F)F)cc1,4,-6,x,x,x,2,-3
COc1ccc(NC(=O)N(C)C[C@@H]2OCc3cnnn3CCCC(=O)N([C@H](C)CO)C[C@H]2C)c(OC)c1,-2&-2,-9&-2,3.4&-0.4,-2,-13,-3&-4,0&-6
COc1ccc(S(=O)(=O)N(C)C[C@H]2OCCCC[C@@H](C)Oc3ccc(NC(=O)Nc4c(C)noc4C)cc3C(=O)N([C@@H](C)CO)C[C@H]2C)cc1,1,-6,-0.1,-2,-13,-10,-2
COc1ccc(-c2ccccc2C2=CC(=O)CC(C)(C)C2=O)cc1,1,-3,-0.7,-8,2,-6,0
O=C(C[C@H]1C[C@@H]2c3cc(NC(=O)CC4CC4)ccc3O[C@@H]2[C@@H](CO)O1)NCc1cccc(F)c1,-29,2,-0.5,4,1,-8,4
Cc1oc(-c2ccc(Cl)cc2)nc1CS(=O)CC(=O)NCCCN1CCCC(C)C1 (stereo not drawn),3,-22,x,-1,-15,4,-5
COc1cccc(OC)c1C(=O)Nc1nc2ccc([N+](=O)[O-])cc2s1,3,-6,x,2,x,x,-5
CCc1ccccc1NC(=O)c1cnc2scc(C)n2c1=O,-2,-5,0.2,-1,18,4,x

# Another view of part of the listing above:
# Under each structure – ERp5 block, S100A4 MyoIIA, E-selectin induc, PglD DTNB, Statin myotox sup, DENV2 CPE, SIRT5 block
- C[C@@H]1CN([C@H](C)CO)C(=O)c2cc(N(C)C)ccc2O[C@H]1CN(C)Cc1ccccc1
 : -3, -8, 0.1, 1, 8, 9, 1
- O=C(NNS(=O)(=O)c1ccc(F)cc1)c1cc(Cl)ccc1O
 : 3, -26, -0.1, -2, 9, -1, -2
- COc1cc(NC(=O)c2nnn(Cc3ccc(SC)cc3)c2N)cc(OC)c1
 : 1, -5, 0.1, 0, 0, -3, -3
- Cc1ccc(S(=O)(=O)NCC2CCC(C(=O)N3CCN(C)CC3)CC2)cc1 (stereo not drawn)
 : 1, -8, -0.4, -7, -41, 0, 1
- COc1ccc(Cl)cc1NC(=O)CN(C)C(=O)CCSc1ccc(C)cc1
 : 1, -6, 2.7, 6, 5, -3, -2
- O=C1NC2(CCC3(CC2)OCCO3)NN1c1ccccc1
 : -2, -4, x, x, x, 5, -1
- CCN(C(=O)C12CC3CC(CC(C3)C1)C2)C1CCS(=O)(=O)C1 (stereo not drawn)
 : -7, -4, 0.3, -1, -10, -1, -3

# Next section
SMILES,ERp5 block,S100A4 MyoIIA,E-selectin induc,PglD DTNB,Statin myotox sup,DENV2 CPE,SIRT5 block
COc1ccc(NC(C)=O)cc1S(=O)(=O)N1CC=C(c2ccccc2)CC1,5,-2,-0.1,-2,-7,-3,0
NC(=O)/C(=N\O)c1ccccc1,x,x,-1.4,4,15,x,x
Cn1c(=O)[nH]c2ncn(C)c2c1=O,1,2,0.5,-2,3,16,0
COc1ccc(NC(=O)CN2CCN(CC(=O)Nc3ccc(F)cc3)CC2)c(OC)c1,0,-11,x,-3,-4,16,-3
O=C(NCCc1ccccc1)c1ccc(-n2cnnn2)cc1,0,6,x,x,-3,9,0
CC1(C)Cc2c(sc(NC(=O)C(=O)NCCCN3CCOCC3)c2C#N)CO1,-8,29,x,-1,1,-1,3
COc1ccc(NC(=O)N(C)C[C@@H]2OCCCC[C@H](C)Oc3ccc(NC(=O)NC4CCCCC4)cc3C(=O)N([C@H](C)CO)C[C@@H]2C)cc1,-2,10,x,0,x,10,3
COc1ccccc1NC(=O)C(=O)NCc1ccccc1Cl,-8,-3,0.0,7,0,2,-2
CCOC(=O)c1c(C)[nH]c(C)c1S(=O)(=O)N(C)CC(=O)Nc1ccccc1,4,1,x,5,-5,1,-4
CCn1ccc(-c2ccccc2)c(C#N)c1=O,2,1,1.8,x,x,-3,0
CCNC(=O)C[C@H]1CC[C@@H]2[C@@H](COc3ccc(NC(=O)c4cccs4)cc3C(=O)N2C)O1,0,2,0.0,4,-5,-5,-3
Cc1ccc(-c2cnc3c(c2)C(=O)N([C@@H](C)CO)C[C@@H](C)[C@H](CN(C)C(=O)Cc2cccnc2)O3)cc1,2,-6,1.1,-2,22,9,4
CCN(C[C@H]1[C@H](c2ccccc2)[C@H](CO)N1CC1CC1)C(=O)c1ccccn1,-3,-11,0.2,0,19,5,-2
CCCOP(=O)(OCCC)C(NC(=O)C(C)(C)C)c1ccccc1 (stereo not drawn),-2,-4,x,x,x,-3,-2
O=C(CN1CCOCC1)N[C@@H]1CC[C@H](CCn2cc(C3CC3)nn2)O[C@H]1CO,-1,0,0.3,4,5,8,-4
C[C@@H]1CN([C@H](C)CO)C(=O)c2cc(NC(=O)Cc3cn(C)c4ccccc34)ccc2O[C@@H]1CN(C)S(C)(=O)=O,-1,-7,20,0,-39,13,-3
Cn1ncc([N+](=O)[O-])c1C(=O)NC1CCCCCC1,-9,1,-0.4,1,x,-5,-3
CCCC(=O)Nc1cc(OCC)c(NC(=O)NC2CCCCC2)cc1OCC,-1,4,x,4,-23,u,-2
Brc1ccccc1CN1CCN(Cc2c[nH]c3ccccc23)CC1,1,-6,-0.1,x,x,13,-6
C[C@@H]1CCCCO[C@H](CN(C)C(=O)Nc2cccc3ccccc23)[C@H](C)CN([C@H](C)CO)C(=O)c2cc(NC(=O)Cc3ccccc3)ccc2O1,-6,3,-0.1,x,x,-6,12
CCN1CCCC(Sc2nc3c([nH]2)c(=S)n(C)c(=O)n3C)C1 (stereo not drawn),-2,6,-0.2,x,x,13,3
CC1CCN(S(=O)(=O)c2ccc(Cl)cc2)CC1,-4,-1,x,0,3,-5,0
CC(=O)C1=C(O)C(=O)N(Cc2cccnc2)C1c1ccc(O)cc1 (stereo not drawn),7,2,1.1,x,1,-3,2
Cc1cc2nc(C)c(Cl)c(=O)n2[nH]1,0,-3,x,x,x,-2,3
CC(C)NC(=O)N(C)C[C@@H]1OCCCC[C@@H](C)Oc2ccc(NS(=O)(=O)c3cccs3)cc2C(=O)N([C@H](C)CO)C[C@H]1C,0,3,x,0,x,-3,-3
COc1ccc2c3c(n(C)c2c1)[C@@H](CO)N(Cc1ccccc1OC)CC31CCN(C(=O)C2CC2)CC1,-4,3,-1.0,x,x,9,-1
CC(C)(C)c1cc(C(=O)NNC(=O)c2ccc(Cl)cc2)no1,-3,0,0.2,-4,x,4,0
CCOC(=O)c1c(CN2CCN(CCO)CC2)n(-c2ccccc2)c2cc(Br)c(O)cc12,-4,4,x,x,x,6,-9
O=C(CCS(=O)(=O)c1ccc(Br)cc1)NC1CCCC1,5,2,x,-6,-14,0,-6
CN(c1ccccn1)c1ncnc2[nH]ncc12,6,5,x,3,-34,-6,-2
CCCN1[C@@H]2c3ccc(-c4ccccc4)c(=O)n3C[C@@H]2[C@@H](CO)[C@@H]1C(=O)N(C)C,0,-1,0.0,x,x,3,1
Cc1ccccc1C(=O)N1CCC(C(=O)OCC(=O)Nc2cccc([N+](=O)[O-])c2C)CC1,-6,-4,0.0,x,1,6,0
CCCC1=Nc2cc(C(=O)N3CCN(c4ccccn4)CC3)ccc2Sc2ccc(C)cc21,-7,-7,1.2,3,-4,u,-1
NC1=NC[C@@H](Cc2ccc(O)cc2)N1CCC12CC3CC(CC(C3)C1)C2,3,0,-0.2,4,-32,-2,x
CCOc1cc(C(=O)NC(=S)Nc2ccc(Cl)c(C(=O)O)c2)cc(OCC)c1OCC,2,4,x,x,x,-1,3
O=C(NCC[C@@H]1CC[C@@H](NS(=O)(=O)c2ccc(Cl)cc2)[C@H](CO)O1)Nc1ccc(F)cc1,-4,-2,0.8,x,x,u,-8
COc1cc(/C=C2\SC(=S)N(CC(=O)O)C2=O)ccc1OS(=O)(=O)c1ccc(C)cc1,9,-4,0.2,-7,-12,-6,9
CO[C@@H]1CN(C)C(=O)c2cc(NC(=O)c3cnccn3)ccc2OC[C@H](C)N(CCc2ccccc2)C[C@@H]1C,-6,18,0.2,0,-16,-1,x
CN1CCN(c2ccc(CNS(=O)(=O)c3ccc(Cl)cc3)cc2)CC1,3,4,2.3,-2,-17,1,-3
CO[C@H]1CC[C@H]2CCOc3c(C#N)cccc3C(=O)N(C)CC3(CCCCC3)CC(=O)N(C)C[C@@H]1O2,0,-21,0.4,1,9,16,0
CCOC(=O)c1c(S(=O)(=O)Nc2ccc(CN3CCC(C)CC3)cc2)c(C)n(C)c1C,-10,12,x,-1,14,-2,0
COc1ccc(Cc2c(-c3ccc(F)cc3)nc3cc(C)c(Br)c(C)n23)c(C)c1,-1,-11,0.4,x,x,-2,0
O=S(=O)(Nc1ncccn1)c1ccc(NC(=S)NCc2cccnc2)cc1,1,7,x,x,-8,4,-1
COCCNC(=O)C(C(=O)c1ccc(F)cc1)n1cc(C)ccc1=O (stereo not drawn),-7,0,0.1,x,x,-1,10
C[C@H](CO)N1C[C@H](C)[C@@H](CN(C)Cc2ccc(C(=O)O)cc2)OCCCC[C@H](C)Oc2ccc(NS(=O)(=O)c3cccs3)cc2C1=O,-2,-14,-0.1,1,x,-3,-4

# Only part of the results is shown; rates above refer to the full screens.
